# FXIIa inh: factor XIIa (human) inhibition; 220,000 compounds, 0.3% hits; inhibition, % at 5 µM; purified FXIIa, Boc-QGR-AMC fluorogenic substrate, 2 h; AID 800; P00748; in the data active means inhibition above about 40%;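 further: 0% = enzyme with no compound and 100% = blank without enzyme; many of its hits are not listed in these tables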
# Target sequence (P00748 20-372 limits assumed): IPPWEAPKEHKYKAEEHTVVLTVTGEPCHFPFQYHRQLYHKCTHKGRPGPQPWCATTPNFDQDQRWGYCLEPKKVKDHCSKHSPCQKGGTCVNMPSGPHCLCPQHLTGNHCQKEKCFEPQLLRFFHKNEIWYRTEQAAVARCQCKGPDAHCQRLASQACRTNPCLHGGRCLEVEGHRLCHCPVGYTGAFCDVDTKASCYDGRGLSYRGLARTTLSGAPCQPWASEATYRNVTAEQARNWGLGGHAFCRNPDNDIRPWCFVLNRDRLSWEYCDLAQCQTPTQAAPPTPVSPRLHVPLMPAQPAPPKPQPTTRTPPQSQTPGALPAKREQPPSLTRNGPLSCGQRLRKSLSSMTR
# Target sequence (P00748 373-615 limits assumed): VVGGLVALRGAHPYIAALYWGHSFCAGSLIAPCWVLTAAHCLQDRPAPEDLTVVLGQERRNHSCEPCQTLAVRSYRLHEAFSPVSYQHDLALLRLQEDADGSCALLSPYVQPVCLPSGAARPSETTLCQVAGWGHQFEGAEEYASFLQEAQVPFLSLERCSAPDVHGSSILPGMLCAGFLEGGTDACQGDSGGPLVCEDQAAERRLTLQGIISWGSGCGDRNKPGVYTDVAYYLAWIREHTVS
# Wee1 degr inh: inhibitors of human Wee1 degradation; P30291; HeLa Luc-Wee1K328M stability, luciferase luminescence; 100% = proteasome inhibitor MG132 effect; reporter increase, % at 5 µM; 220,000 compounds, 1.2% hits;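 active means activation above the mean of all tested compounds plus 3 SD, set per screening run, cut at about 8.8% in these data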;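 further: cells exposed to compound for 20 h before luminescence read; 0% = DMSO alone and 100% = MG132 at 30 µM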
# PGE2 EP2 inh: blocks the human prostaglandin E2 receptor EP2. P43116. C6 glioma cells expressing human EP2, cAMP TR-FRET; cells stimulated with saturating PGE2. inhibition, % at 25 µM. 260,000 compounds, 0.52% hits. AID 1422;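 active means percent inhibition above 40 after rounding to a whole number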;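 further: rat C6 glioma host cells with rolipram phosphodiesterase inhibitor present; the protocol text gives 20 µM as final concentration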
# Target sequence (P43116 whole entry, looked up): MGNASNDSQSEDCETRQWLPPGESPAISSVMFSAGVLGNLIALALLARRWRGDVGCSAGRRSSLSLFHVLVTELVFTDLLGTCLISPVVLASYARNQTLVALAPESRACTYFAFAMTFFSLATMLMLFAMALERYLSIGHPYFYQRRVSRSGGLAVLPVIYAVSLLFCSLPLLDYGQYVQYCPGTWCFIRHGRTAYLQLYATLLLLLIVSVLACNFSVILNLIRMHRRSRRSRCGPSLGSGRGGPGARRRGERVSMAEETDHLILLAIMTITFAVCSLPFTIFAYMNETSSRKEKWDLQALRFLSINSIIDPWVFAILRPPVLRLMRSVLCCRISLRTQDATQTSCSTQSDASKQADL
# FXIa inh: factor XIa (human) inhibition; P03951; inhibition, % at 5 µM; 220,000 compounds, 0.14% hits; AID 798; purified FXIa, Boc-Glu-Ala-Arg-AMC fluorogenic substrate;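 active means inhibition of at least 40%; inactive means inhibition below 40%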;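 further: fluorescence of freed AMC excited at 355 nm; 0% = enzyme without compound and 100% = no enzyme blank; many of its hits are not listed in these tables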
# PPC-1+TRAIL kill: PPC-1 cancer cell killing with TRAIL present. PPC-1 cells + TRAIL, ATPLite viability luminescence. cell killing (% activity), % at 4 µM. 220,000 compounds, 0.41% hits. AID 1443;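 active means cell killing above 50% in the first pass at 4 µM, then a duplicate retest at 5 µM averaging 50% or more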;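 further: plate controls were cells with TRAIL plus DMSO for no effect and medium-only wells lacking cells for full effect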
# L929 necroptosis: L929 zVAD cell death inhibition; L929 zVAD necroptosis rescue, ATP luminescence, 24 h; with zVAD 60 µM; viability rescue, % at 10 µM; 220,000 compounds, 0.38% hits;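 active means activation, scaled between plate controls, above about 75%, limit read from the data; inactive means activation under that limit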;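 further: 0% = zVAD with DMSO and 100% = DMSO alone without zVAD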
# TbHK1 inh: T. brucei hexokinase 1 inhibition | inhibition, % at 10 µM | 220,000 compounds, 0.11% hits | recombinant TbHK1, G6PDH-coupled NADH A340;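 active means inhibition of 50% or more in the single-dose primary screen; inactive means inhibition below 50%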
# CHOP inh: CHOP inhibition in unfolded protein response | CHO-K1 CHOP-promoter luciferase, tunicamycin-induced, 15-18 h | inhibition, % at 10 µM | 220,000 compounds, 3.8% hits | AID 2732;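 active means compounds that reduced the stress-induced luciferase reporter signal by more than about 70% of percent inhibition, limit read from the data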;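 further: 0% = tunicamycin plus vehicle and 100% = wells without tunicamycin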
# TNF death inh: blocks TNF-alpha induced death of Jurkat FADD-/- cells; Jurkat FADD-/- TNF necroptosis rescue, ATP luminescence, 24 h; 0 = TNF only, 100 = no-TNF cells; activation (protection from cell death), % at 10 µM; 220,000 compounds, 0.068% hits; AID 463075;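 active means activation, meaning protection from cell death, of at least 50% relative to plate controls; inactive means activation below 50%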;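 further: necroptosis triggered by 40 ng/mL TNF-alpha added together with compound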
# The depositor's hits bear a star; nt = not tested or not shown; & = joins results of further samples; [ ] = remark or other dose.
SMILES,FXIIa inh,Wee1 degr inh,PGE2 EP2 inh,FXIa inh,PPC-1+TRAIL kill,L929 necroptosis,TbHK1 inh,CHOP inh,TNF death inh
O=c1nc2sc3ccccc3n2c(=O)n1-c1cccc(Cl)c1,8,1,7,3,23,0.3,32,22,2.9
COc1cc2c(cc1OC)C(=S)NC(C)(C)C2,17,1,11,10,2,1.1,-28,21,0.1
CC(O)C1C(=O)OC2(C)CC(C)(C)NC(=S)N12 (stereo not given),18,0,13,7,0,nt,2,15,0.7
O=c1[nH]c(CN(CCO)CCO)nc2c1C1(CCCCC1)Cc1ccccc1-2,-2,0,13,-4,-4,0.0,-19,19,-1.7
COC(=O)Cc1c(OC)ccn(CCc2c[nH]c3ccccc23)c1=O,3,-2,4,-11,11,-1.2,6,-24,0.2
CCOc1ccc2nc(/N=C/c3nc(-c4ccccc4)oc3O)sc2c1,13,3,3,6,3,0.5,11,74*,1.9
Cc1cccc2nc(=S)n(C(=O)c3ccco3)n12,3,0,5,0,43[5 µM],1.1,-48,5,-2.7
O=C1NC(c2ccccc2)=C(c2ccc3ccccc3n2)C(c2ccc(F)cc2)N1 (stereo not given),8,4,1,8,-1,0.2,-12,23,0.3
Cc1ccc(-c2nc3ccccc3o2)cc1NC(=O)Cc1cccs1,3,1,8,3,-3,0.1,6,80*,-2.2
Cc1nc2ccccn2c1-c1nnco1,13,0,8,3,4,1.7,-2,3,-0.3
Cc1sc(NC(=O)/C=C/c2ccco2)c(C(=O)OC(C)C)c1C,10,0,5,3,0,1.5,-2,13,2.3
N#CC(c1ccccc1)C1CCN(Cc2ccccc2)CC1 (stereo not given),7,-3,5,4,5,0.5,5,-15,1.6
Clc1cccc(NCc2cn3cccnc3n2)c1,8,2,3,-4,4,0.8,-5,10,0.7
CC(=O)Oc1c(S(=O)(=O)c2ccc(C)cc2)c(C)nn1C(C)(C)C,18,-3,5,2,21,-0.1,6,50,-5.3
CCOc1ccccc1C1C(C(N)=O)=C(C)Nc2nc(-c3cccc(C)c3)nn21 (stereo not given),4,-2,11,-6,nt,-0.3,-1,12,-4.9
O=C(/C=C/c1ccnc2ccccc12)c1cccs1,5,2,19,-1,26,2.6,-27,-13,-1.6
C/C(=N/NC(=O)C(=O)N/N=C(/C)c1ccccc1)c1ccccc1,3,1,2,9,7,0.9,-1,-19,0.9
CC1=NOC(=O)/C1=C\c1ccc(-c2ccc(Cl)c(C(=O)O)c2)o1,8,1,7,0,-3,0.3,-11,4,0.9
O=c1[nH]c(=O)c2nc3c4ccccc4c4ccccc4c3nc2[nH]1,-1,-3,3,-8,32,22,-2,78*,-2.5
Cc1ccc2c(Cl)cc(Cl)c(OCC(=O)Nc3cccc(S(N)(=O)=O)c3)c2n1,5,-2,9,-2,16,0.3,31,46,1.8
CCOC(=O)c1cnn(-c2nc(-c3ccc(C)cc3)cs2)c1C(F)(F)F,6,-1,1,6,2,1.7,-1,38,-0.6
CC1CCCCN1C(=O)C1CC(c2ccc(F)cc2)=NO1 (stereo not given),10,0,9,4,28,-0.4,5,-19,11
COc1ccc(/C=C/CN2CCCC(CCC(=O)NCc3ccc(F)c(F)c3)C2)cc1 (stereo not given),10,-4,10,-1,-2,-1.4,12,-5,5.4
CN(C)C(=O)N1CCN(C(=O)c2ccco2)CC1,2,-3,5,-8,-27,0.6,0,3,0.4
Cc1ccc(NC(=O)CCC(=O)N/N=C/c2cc([N+](=O)[O-])ccc2O)cc1,6,1,4,7,27,0.6,-9,39,-3.1

# Pulled by compound from above (two):
SMILES,FXIIa inh,Wee1 degr inh,PGE2 EP2 inh,FXIa inh,PPC-1+TRAIL kill,L929 necroptosis,TbHK1 inh,CHOP inh,TNF death inh
COC(=O)Cc1c(OC)ccn(CCc2c[nH]c3ccccc23)c1=O,3,-2,4,-11,11,-1.2,6,-24,0.2
C/C(=N/NC(=O)C(=O)N/N=C(/C)c1ccccc1)c1ccccc1,3,1,2,9,7,0.9,-1,-19,0.9

# Whole records, looked up by structure.
# N#CC(c1ccccc1)C1CCN(Cc2ccccc2)CC1 (stereo not given) in the list: FXIIa inh: 7; Wee1 degr inh: -3; PGE2 EP2 inh: 5; FXIa inh: 4; PPC-1+TRAIL kill: 5; L929 necroptosis: 0.5; TbHK1 inh: 5; CHOP inh: -15; TNF death inh: 1.6
# O=c1[nH]c(CN(CCO)CCO)nc2c1C1(CCCCC1)Cc1ccccc1-2 in the list: FXIIa inh: -2; Wee1 degr inh: 0; PGE2 EP2 inh: 13; FXIa inh: -4; PPC-1+TRAIL kill: -4; L929 necroptosis: 0.0; TbHK1 inh: -19; CHOP inh: 19; TNF death inh: -1.7
# Cc1ccc(-c2nc3ccccc3o2)cc1NC(=O)Cc1cccs1 in the list: FXIIa inh: 3; Wee1 degr inh: 1; PGE2 EP2 inh: 8; FXIa inh: 3; PPC-1+TRAIL kill: -3; L929 necroptosis: 0.1; TbHK1 inh: 6; CHOP inh: 80*; TNF death inh: -2.2

# (list continues)
SMILES,FXIIa inh,Wee1 degr inh,PGE2 EP2 inh,FXIa inh,PPC-1+TRAIL kill,L929 necroptosis,TbHK1 inh,CHOP inh,TNF death inh
O=C1CC(N2CCN(Cc3ccc(Cl)cc3)CC2)C(=O)N1CCc1ccccc1 (stereo not given),41*,8,8,21,-2,-0.2,-3,35,-1.3
CCOC(=O)N1CCN(C(=O)CSc2nnc(-c3cccc(Cl)c3)o2)CC1,9,3,7,5,-2,5.5,-7,17,1.4
NC(=S)NNC(=O)c1cccc(Cl)c1,10,-2,10,0,4,1.0,-12,12,0.0
Cc1ccc(C(=O)Nc2ccc(S(=O)(=O)NCc3ccco3)cc2)cc1,12,-1,5,5,15,0.2,-5,50,-0.8
CN(C)c1ccc(NC(=S)NCC2CCCO2)cc1 (stereo not given),7,-2,5,8,12,0.1,1,-15,-0.4
COc1ccccc1C1=NNC(=Nc2cccc(S(=O)(=O)N(C)C)c2)SC1,6,-3,9,-3,24,-0.1,-9,54,1.1
c1ccc(-c2oc3ncnc(N4CCOCC4)c3c2-c2ccccc2)cc1,7,0,12,4,-2,-0.1,-6,58,-2.4
COc1ccc(CN(C)Cc2ccccc2)c(OC)c1OC,11,-1,2,9,-4,-0.6,5,8,1.4
O=C(Oc1ccc(N2C(=O)CCC2=O)cc1)c1ccco1,17,0,17,3,17,0.8,-4,19,0.4
CCNC(=O)C/C(C)=N/NC(=O)C(=O)Nc1ccc(CC)cc1,8,-1,3,2,14,1.0,-1,5,0.6
COc1ccc(CCCC(=O)Nc2ccccc2F)cc1,15,8,7,8,-17,0.6,-2,15,3.1
CCNC(=O)Nc1cc2nc(C)n(Cc3ccc(Br)cc3)c2nc1C,3,1,9,-2,16,0.0,4,9,-0.1
NC(=O)C1CCN(Cc2nnnn2Cc2ccco2)CC1,12,2,8,4,1,-0.7,1,4,1.0
Cn1c(=O)oc2cc(C(=O)c3ccccc3)ccc21,24,2,9,28,26,0.4,-6,7,-2.7
COC(=O)c1sc(N2C(=O)C(O)=C(C(=O)c3ccc(C)o3)C2c2ccc(F)cc2)nc1C (stereo not given),6,-1,30,23,30,0.1,0,-6,-2.1
Cc1cccc(CN(C)CCc2ccccn2)c1,20,1,9,7,8,0.0,1,5,-2.1
Nc1sc2c(c1C(=O)NC1CCS(=O)(=O)C1)CCC2 (stereo not given),20,-1,12,7,16,0.5,-5,-16,-4.1
COc1cc(S(=O)(=O)NC2CCCCC2C)ccc1Cl (stereo not given),16,-1,16,6,13,0.5,8,24,-0.6
CC(=O)Nc1c(O)nc(SC/C=C/CSc2nc(O)c(NC(C)=O)c(=O)[nH]2)[nH]c1=O,5,-4,14,-7,18,2.0,-2,32,-0.5
CCN(CC)C(=O)c1ccccc1NC(=O)c1cccc(S(=O)(=O)N(CC)CC)c1,10,-1,7,7,10,nt,-1,31,1.4
COc1ccc(/C=C(\CC(=O)O)c2nc3ccccc3s2)cc1O,3,3,7,-3,12,5.9,-18,42,0.7
CCc1nnc(NC(=O)CSc2nnc(-c3cccnc3)n2CCc2ccccc2)s1,1,1,5,-5,16,-0.3,0,-26,-2.2
CC(=O)Cn1c(=O)oc2ccccc21,4,0,8,2,22,-0.1,-10,-4,0.7
Cn1c(=O)c2c(ncn2Cc2nnc(N)s2)n(C)c1=O,9,-1,10,-1,-9,10,5,-14,-0.6
c1ccc(-n2nnnc2CN2CCOCC2)cc1,14,0,7,8,18,0.8,6,4,0.9

# Other results
SMILES,FXIIa inh,Wee1 degr inh,PGE2 EP2 inh,FXIa inh,PPC-1+TRAIL kill,L929 necroptosis,TbHK1 inh,CHOP inh,TNF death inh
N#C/C(=C\c1cc2ccccc2nc1N1CCCCC1)C(N)=O,13,-1,10,6,0,1.0,18,26,0.9
COc1cccc(OC)c1C(=O)NCCN1CCN(C(=O)c2c(OC)cccc2OC)CC1,-13,0,10,-10,-21,-0.4,-1,-19,-0.9
O=C(O)/C(=C\c1cccc(F)c1)c1ccc(S(=O)(=O)N2CCCCC2)s1,4,1,7,-2,11,1.8,-4,12,-0.2
c1ccc2c(c1)NC(CN1CCOCC1)CO2 (stereo not given),10,-1,10,4,-11,-0.2,26,-15,0.6
Cn1c(=O)n(C)c2cc(S(=O)(=O)NCc3ccco3)ccc21,-7,-2,10&12,-8,2,-0.2,-2,8,0.3
Fc1ccccc1CSc1ncnc2c1oc1ccccc12,-1,-3,9,-1,-15,-0.1,-7,49,-2.6
COc1ccc(Cl)cc1C(=O)NCCN(C)C,7,-2,5,-1,-1,-0.7,35,14,1.3
CC(NC(=O)NCCCC(=O)O)(C(F)(F)F)C(F)(F)F,2,2,11,-32,-7,0.1,-7,10,-0.5
COc1cc(/C=N/NC(=O)c2sc(N)c(C#N)c2C)ccc1O,18,2,12,6,24,2.2,-12,26,4.4
C[C@H](NC(=O)NC1CCCc2ccccc21)C(=O)O (stereo not given in full),14,5,7,0,-10,0.2,2,7,-0.7
COc1ccc(-c2[nH]ncc2/C=N/NC(=O)c2ccc(Br)cc2)c(OC)c1,7,-2,12,2,25,2.1,-10,11,1.9
O=C(NC1=NCCS1)c1ccncc1,-4,3,9,-8,5,1.5,-1,-3,-0.5
CCCS(=O)(=O)c1c(S(=O)(=O)CCC)c2cnccn2c1C(=O)c1ccc(Cl)cc1,16,-4,15,3,9,-0.6,-27,-28,-1.6
O=C1c2ccccc2C(=O)N1CSc1ncccn1,16,-2,17,6,20,2.1,4,14,0.0
COc1ccc(NC(=O)Nc2cccc(Cl)c2Cl)c(OC)n1,7,3,7,2,2,0.6,-10,26,1.0
O=C(CSc1nc(O)cc(=O)n1-c1ccccc1)c1ccc(Br)cc1,2,2,7,-3,-12,0.8,2,9,-0.2

# Sorted by the number under FXIIa inh (rising): 3 from the list above
structure,FXIIa inh
O=c1[nH]c(=O)c2nc3c4ccccc4c4ccccc4c3nc2[nH]1,-1
O=C(O)/C(=C\c1cccc(F)c1)c1ccc(S(=O)(=O)N2CCCCC2)s1,4
CCOC(=O)c1cnn(-c2nc(-c3ccc(C)cc3)cs2)c1C(F)(F)F,6

# Records listed above shown as hits in CHOP inh.
compound | FXIIa inh | Wee1 degr inh | FXIa inh | TbHK1 inh | CHOP inh
CCOc1ccc2nc(/N=C/c3nc(-c4ccccc4)oc3O)sc2c1 | 13 | 3 | 6 | 11 | 74*
Cc1ccc(-c2nc3ccccc3o2)cc1NC(=O)Cc1cccs1 | 3 | 1 | 3 | 6 | 80*
O=c1[nH]c(=O)c2nc3c4ccccc4c4ccccc4c3nc2[nH]1 | -1 | -3 | -8 | -2 | 78*

# Compound activity deposited in PubChem BioAssay by several laboratories.

# The list is partial. The share of hits here may be higher or lower than overall.
